S100A4 inh HTS – inhibitors of S100A4-myosin IIA peptide binding, primary screen, biochemical, fluorescence polarization, TAMRA-MyoIIA peptide. inhibition, % at 10.7 µM. hit rate 0.14% among 360,000. AID 652163, 2013. Protein S100-A4 (Homo sapiens), P26447;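 active = mean inhibition of at least 70% across replicates, with every replicate also reaching that level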
Target sequence (P26447 whole entry, looked up): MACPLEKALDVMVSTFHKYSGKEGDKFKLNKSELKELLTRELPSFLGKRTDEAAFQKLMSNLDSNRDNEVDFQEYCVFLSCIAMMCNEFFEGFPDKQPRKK
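Test system – S100A4 monomer (human) · Compound – single-point compound testing · Schedule – 5 min incubation before reading · Probe or stimulus – TAMRA-labelled myosin IIA heavy-chain peptide probe, 5 nM · Benchmarks – neutral control DMSO, positive control TFP · Medium – Calcium-containing HEPES buffer, pH 7.2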
PglD DTNB – C. jejuni PglD acetyltransferase inhibitors, primary screen, biochemical, DTNB colorimetric, single point; UDP-N-acetylbacillosamine N-acetyltransferase PglD (Campylobacter jejuni); purified PglD enzyme, DTNB colorimetric CoA detection; inhibition, % at 12.5 µM; hit rate 0.098% among 360,000; in the data active = inhibition above about 16%, passing the limit was not always enough; also: strong numbers were not always called active
FN deposit inh – inhibitors of fibronectin matrix deposition, primary screen, AH1F cells, Alexa488-fibronectin fluorescence, plate reader; inhibition, % at 12.6 µM; AH1F fibroblasts, overnight; hit rate 0.086% among 350,000;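 active = mean inhibition across replicates of 30% or more, regardless of how many single replicates reach that level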;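 also: positive control wells lacked labelled fibronectin entirely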
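Schedule: 1 h cell adhesion before compound, then overnight fibronectin incubation; test system: AH1F fibroblast monolayer depositing Alexa488-labelled fibronectin into matrix; quantity: 10000 AH1F cells per well; probe or stimulus: fluorescent fibronectin at 24 nM final; signal: fluorescence, ex 485 nm, em 525 nm; evaluation: percent inhibition as loss of matrix-bound fibronectin fluorescence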
PGC1a acetyl inh – inhibitors of PGC1a acetylation signal, primary screen, cell-based, U2OS, AlphaScreen, inhibitor mode; AlphaScreen anti-acetyl-lysine; with virally co-expressed GCN5 acetyltransferase; inhibition, % at 15.6 µM; hit rate 0.17% among 350,000;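 active = every replicate shows inhibition of at least 40%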;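 also: 0% = neutral control wells and 100% = positive control wells; some results beyond the cut were filed as inactive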
LGR2 inh – inhibitors of bursicon-induced LGR2 CRE-luciferase signal, primary screen, cell-based, HEK293, CRE-luciferase reporter, bursicon stimulation. inhibition, % at 9.99 µM. hit rate 0.35% among 380,000. AID 720647, 2013. Drosophila bursicon receptor LGR2 (rickets). bursicon-stimulated, 4 h;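 active = drop in luminescence signal, shown as inhibition above about 50% in the replicate tests, limit read from the data, passing the limit was not always enough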;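 also: agonist challenge used bursicon conditioned medium at about half maximal strength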
EWS-Fli inh – EWS/Fli-driven NR0B1 reporter inhibitors, primary screen, A673 cells, NR0B1 luciferase, luminescence, MLPCN library. viability-normalised. inhibition, % at 12.6 µM. hit rate 0.67% among 350,000. AID 651661, 2012;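 active = mean inhibition of at least 50% after viability correction, with every replicate also passing that limit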;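 also: firefly luciferase signal divided by Alamar Blue viability fluorescence both relative to DMSO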
ERAP1 inh – human ERAP1 aminopeptidase inhibitors, primary screen, biochemical, single point, plate reader; Endoplasmic reticulum aminopeptidase 1 (Homo sapiens), Q9NZ08; recombinant ERAP1, Leu-AMC fluorescence, 60 min; inhibition, % at 10.7 µM; hit rate 0.15% among 340,000; AID 652197, 2013;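 active = mean replicate inhibition of at least 30%, or all replicates individually reaching that 30% level; inactive = mean below 30% and not every replicate reaching it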;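 also: 0% = neutral control wells and 100% = L-leucinethiol positive control wells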
Target sequence (Q9NZ08 whole entry, looked up): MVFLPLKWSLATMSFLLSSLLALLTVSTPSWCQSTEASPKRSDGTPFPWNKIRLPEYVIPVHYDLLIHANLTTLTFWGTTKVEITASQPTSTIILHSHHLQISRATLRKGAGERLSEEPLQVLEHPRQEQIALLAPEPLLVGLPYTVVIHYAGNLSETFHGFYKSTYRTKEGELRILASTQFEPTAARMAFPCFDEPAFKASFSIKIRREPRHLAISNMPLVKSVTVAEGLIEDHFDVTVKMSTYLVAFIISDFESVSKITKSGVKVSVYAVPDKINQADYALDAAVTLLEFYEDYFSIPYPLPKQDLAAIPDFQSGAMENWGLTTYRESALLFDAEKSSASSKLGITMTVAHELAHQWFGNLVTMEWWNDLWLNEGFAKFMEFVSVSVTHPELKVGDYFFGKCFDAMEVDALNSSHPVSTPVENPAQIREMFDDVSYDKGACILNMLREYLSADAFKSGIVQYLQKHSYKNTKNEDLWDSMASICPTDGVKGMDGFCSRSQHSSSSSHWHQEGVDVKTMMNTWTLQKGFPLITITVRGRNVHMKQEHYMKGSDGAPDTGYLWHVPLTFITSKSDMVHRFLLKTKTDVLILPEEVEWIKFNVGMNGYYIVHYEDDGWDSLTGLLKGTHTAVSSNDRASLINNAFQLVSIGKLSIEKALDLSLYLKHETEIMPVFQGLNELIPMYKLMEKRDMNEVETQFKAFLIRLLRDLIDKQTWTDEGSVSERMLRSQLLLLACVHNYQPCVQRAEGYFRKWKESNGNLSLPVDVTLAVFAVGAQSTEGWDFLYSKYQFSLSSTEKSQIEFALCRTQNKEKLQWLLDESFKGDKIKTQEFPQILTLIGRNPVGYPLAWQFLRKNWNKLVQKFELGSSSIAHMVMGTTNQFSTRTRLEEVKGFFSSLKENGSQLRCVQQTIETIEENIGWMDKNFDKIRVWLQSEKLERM
PAX8 reporter – inhibitors of PAX8-driven TPO luciferase reporter, primary screen, RMG-I cells, single concentration; hit rate 1.2% among 360,000; SteadyGlo, 24 h; inhibition, % at 12.6 µM; AID 652154, 2013;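 active = mean replicate inhibition at least 60% with every replicate also reaching 60%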;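 also: luciferase light reporting Pax8 driven TPO promoter activity; plate controls were median of neutral control wells for no effect and mitoxantrone controls for full effect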
Numbers without * were called inactive; / = no result given.

SMILES	S100A4 inh HTS	PglD DTNB	FN deposit inh	PGC1a acetyl inh	LGR2 inh	EWS-Fli inh	ERAP1 inh	PAX8 reporter
Cc1cc(C)cc(NC(=O)C(c2ccccc2)N2CCCC2)c1 (centres undefined)	/	2	-9	-14	2	/	/	23
COc1ccccc1NC(=O)N1C[C@H](O)COC[C@@H]2O[C@@H](CC(=O)NCc3ccccc3)CC[C@H]21	-2	-1	1	-23	-7	4	1	4
Cc1ccc(S(=O)(=O)/C(C#N)=C/c2c(N3CCCCC3)nc3ccccn3c2=O)cc1	6	-5	-1	3	-9	9	/	19
CO[C@H]1CN(C)C(=O)c2ccc(NS(=O)(=O)c3cn(C)cn3)cc2OC[C@@H](C)N(Cc2cccc(F)c2)C[C@H]1C	2	1	-7	0	-7	-1	0	/
N#Cc1c(F)cccc1NCc1cccnc1	1	-7	1	/	-20	13	-3	3
C/C(N)=C(/C#N)C(=O)COC(=O)Cc1coc2ccc3ccccc3c12	27	/	-4	-5	-8	-2	7	6
O=C(NC1CCCC1)C(c1ccccc1)N(C(=O)c1ccco1)C1CCCC1 (centres undefined)	/	2	12	-6	-11	/	/	/
C(=N\NC1=Nc2cccc3cccc1c23)/c1ccccn1	-5	/	14	-17	-91	1	-2	-5
CCCCCCc1ccc(N2C[C@H](CCCCC)[C@@H](CC(=O)NCc3ccccc3)C2=O)cc1	-3	-1	19	-13	13	12	3	-8
CN(C)c1ccc(CN2CCCC(O)C2)cc1 (centres undefined)	/	-4	0	5	/	/	/	14
CC(=O)OC(C)(C)C1Cc2cc3ccc(=O)oc3cc2O1 (centres undefined)	2	0	-1	/	-14	-11	6	-30
Nc1nc(SCc2nc(-c3ccccc3)no2)[nH]c(=O)c1-c1ccccc1	2	-3	/	-7	-9	-7	1	/
C[C@@H]1CN([C@H](C)CO)C(=O)c2cccc(NS(=O)(=O)c3ccc(F)cc3)c2O[C@@H]1CN(C)Cc1ccc(C(F)(F)F)cc1	-7	0	/	-6	9	9	0	8
CN(C)S(=O)(=O)N1CCC(Cc2ccccc2)CC1	/	-18	-3	-62	/	/	/	6
COCCN1C(=O)CN(S(C)(=O)=O)CC1(C)C(=O)Nc1c(C)cccc1C (centres undefined)	-9	/	13	/	-3	-2	-4	-5
Cc1cc(/C=N/NC(=O)c2cccs2)c(C)n1-c1ccccc1	/	-1	2	35	/	/	/	-201
CCN(CC)CCN(C(=O)Cn1nnc(-c2ccc(C)o2)n1)C(C(=O)NC(C)(C)C)c1cccs1 (centres undefined)	-22	/	3	-9	-14	4	-3	-2
COc1cc(C(=O)N2CCN(c3ccccc3)CC2)c([N+](=O)[O-])cc1OC	1	-4	-2	12	43	6	1	25
Nc1cccc2c(=O)c3ccccc3[nH]c12	-2	2	-6	1	-1	-10	-3	-1
CCCc1cc(=O)oc2cc(O[C@@H]3O[C@H](CO)[C@@H](O)[C@H](O)[C@H]3O)ccc12	-2	0	2	-4	0	-4	1	-2

Single records, as listed above.
`COCCN1C(=O)CN(S(C)(=O)=O)CC1(C)C(=O)Nc1c(C)cccc1C` (centres undefined) is entered as S100A4 inh HTS: -9; PglD DTNB: /; FN deposit inh: 13; PGC1a acetyl inh: /; LGR2 inh: -3; EWS-Fli inh: -2; ERAP1 inh: -4; PAX8 reporter: -5
`Cc1cc(/C=N/NC(=O)c2cccs2)c(C)n1-c1ccccc1` is entered as S100A4 inh HTS: /; PglD DTNB: -1; FN deposit inh: 2; PGC1a acetyl inh: 35; LGR2 inh: /; EWS-Fli inh: /; ERAP1 inh: /; PAX8 reporter: -201
`Nc1cccc2c(=O)c3ccccc3[nH]c12` is entered as S100A4 inh HTS: -2; PglD DTNB: 2; FN deposit inh: -6; PGC1a acetyl inh: 1; LGR2 inh: -1; EWS-Fli inh: -10; ERAP1 inh: -3; PAX8 reporter: -1

Other results follow.
SMILES	S100A4 inh HTS	PglD DTNB	FN deposit inh	PGC1a acetyl inh	LGR2 inh	EWS-Fli inh	ERAP1 inh	PAX8 reporter
Cc1ccc2c(c1)N(CC(=O)N1CCCC(C)C1)C(=O)CO2 (centres undefined)	-2	-2	8	8	5	1	-2	1
O=C(CN1C(=O)NC2(CCCCCC2)C1=O)c1ccccc1	-2	-4	/	/	4	-11	1	-17
COCc1cc(=O)[nH]c(SCCS(=O)(=O)c2ccc(C)cc2)n1	-1	/	6	/	3	7	2	25
Cc1ccccc1C(=O)NCCNC(=O)c1cnccn1	0	2	2	/	-4	1	0	21
CCCNC(=O)C[C@@H]1CC[C@@H]2[C@@H](COc3ccc(NC(=O)C4CCOCC4)cc3C(=O)N2C)O1	-5	-1	-4	1	0	4	2	-6
CC(C)NC(=O)N1C[C@H]2[C@@H](c3ccccc31)[C@H](CO)N2Cc1ccc(Cl)cc1	-5	-3	/	-5	1	3	-2	21
Cc1cc(C(=O)COC(=O)c2csc3c2CCCC3)c(C)n1C	/	0	-3	5	/	/	/	-2
CCSC1=NCCN1S(=O)(=O)c1ccc(NC(C)=O)cc1	2	/	12	/	-13	3	-1	4
CO[C@H]1CN(C)C(=O)c2ccc(NS(=O)(=O)c3ccccc3F)cc2OC[C@@H](C)NC[C@@H]1C	3	-1	5	19	-1	9	-2	-5
C[C@H]1CCCCO[C@H](CN(C)S(C)(=O)=O)[C@@H](C)CN([C@@H](C)CO)C(=O)c2cc(NC(=O)c3ccccc3)ccc2O1	7	-2	/	-9	5	-11	3	-4
COc1ccc(-c2ccc([C@H]3[C@@H](CO)N4C(=O)CN(C(=O)C5CCCC5)C[C@H]34)cc2)cc1	20	/	4	2	15	14	-1	-12
Cc1noc(C)c1S(=O)(=O)N(C)C[C@@H]1OCCCC[C@@H](C)Oc2ccc(NC(=O)NC(C)C)cc2C(=O)N([C@H](C)CO)C[C@H]1C	-11	3	4	13	-6	-5	1	-19
Cc1ccc(-c2cnc3c(c2)C(=O)N([C@@H](C)CO)C[C@@H](C)[C@@H](CN(C)C(=O)CN(C)C)O3)cc1	3	-1	/	4	-1	-26	/	-11
CC(C)CNC(=O)C(=O)NCCC1CCCCN1S(=O)(=O)c1cccs1 (centres undefined)	4	4	-6	2	-19	2	1	11
CCC(CC)C(=O)Nc1cccc(/C(C)=N/NC(=O)c2ccccc2Cl)c1	/	7	-1	4	/	/	/	-7
c1ccc(C(Nc2cccnc2)c2ccccc2)cc1	-13	/	4	/	18	-1	2	-18
C[C@H](CO)N1C[C@H](C)[C@H](CN(C)Cc2ccc(C(=O)O)cc2)Oc2ccc(NS(C)(=O)=O)cc2C1=O	8	-2	/	5	-15	-6	-1	/
Cc1ccc(NC(=O)c2oc3ccccc3c2NC(=O)C2CCCO2)cc1C (centres undefined)	-2	/	1	-18	-208	-10	1	-156
Cc1ccc(S(=O)(=O)N2CCOCC2)cc1C(=O)NC(=S)N1CC(C)OC(C)C1 (centres undefined)	-7	6	6	3	-10	6	3	-7
Cc1cncc(NCc2cccc(Cl)c2)n1	-3	-1	5	2	-5	-16	6	-48
CN1C(=O)/C(=C2\SC(=S)N(NC(=O)c3cccnc3)C2=O)c2ccccc21	2	2	-8	-10	10	14	0	30
CC1Sc2ccc(C(=O)N(CCc3ccccc3)Cc3ccccc3)cc2NC1=O (centres undefined)	-2	3	-3	-7	4	6	2	24
Cc1ccc(CN(Cc2ccco2)C(=S)NCC(=O)NCc2cccnc2)cc1	-2	/	/	1	-3	3	0	7
CN(C)C(/C=C/Nc1ccc(O)cc1)=C(C#N)C#N	5	/	1	6	-37	-3	0	8
C[C@@H]1CN([C@@H](C)CO)C(=O)c2cc(NC(=O)Nc3ccc(F)cc3)ccc2O[C@@H](C)CCCCO[C@@H]1CN(C)S(=O)(=O)c1cccs1	-17	-6	/	-9	-13	-14	1	-29
CC(=O)Nc1ccc(Oc2ccc3c(c2)C(=O)NC3=O)cc1	-2	-7	0	14	-12	13	1	-16
CC(C(=O)OCC(=O)c1ccc([N+](=O)[O-])cc1)N1C(=O)C2C3CCC(C3)C2C1=O (centres undefined)	5	/	2	/	/	-4	-3	-5
Cc1cc(S(=O)(=O)Nc2nc(CN3CCOCC3)nc3sc4c(c23)CCC4)cc(C)c1C	-4	1	-1	/	14	2	-3	3
Cc1cccc(C)c1NC(=O)C1c2ccccc2OCC(=O)N1Cc1cccnc1 (centres undefined)	-2	/	5	/	-21	1	-2	-23
CCOc1ccc(NC(=O)CN(C)C(=O)COc2cccc3c2OC(C)(C)C3)cc1OCC	-8	2	0	-14	-10	1	-2	11
COc1ccc(S(=O)(=O)N2CCN(CCOc3ccc(Br)cc3)CC2)cc1OC	-3	-1	-23	9	2	23	-6	18
CCN1CCN(Cc2ccc(NC(=O)c3ccc(C)c(NC(=O)c4ccnnc4)c3)cc2C(F)(F)F)CC1	-1	-1	-5	/	9	-9	-2	8
NC(=O)NN=C1CCC(OCc2ccccc2)CC1CC(=O)O (centres undefined)	-2	/	-2	/	15	-1	-1	12
O=C(CSc1nnc(Cc2ccccc2)o1)NCCc1ccccc1	-5	-4	/	7	9	1	-6	/
CCCNS(=O)(=O)c1ccc(OCC(=O)OC)cc1	/	0	12	-3	-6	/	/	/
Cc1ccc(C(=O)COC(=O)CSc2cccc3cccnc23)c(C)c1	/	0	10	14	/	/	/	-6
COCCNC(=O)c1ccc(S(=O)(=O)c2ccc(Cl)cc2)c(NC(C)=O)c1	-1	-2	-3	/	4	5	0	39
COC(=O)c1cc(C(=O)N2CCN(c3ccccc3OC)CC2)cc([N+](=O)[O-])c1	0	/	-7	/	25	55*	-3	47
CCn1c(SCC(=O)NNC(=O)c2ccc(OC)cc2)nnc1C1CC1	1	2	1	5	18	/	-1	-6
C[C@@H]1CN([C@@H](C)CO)C(=O)c2cc(NC(=O)Cc3ccccc3)ccc2O[C@@H](C)CCCCO[C@H]1CN(C)C(=O)c1ccccc1	-2	-3	/	1	6	-2	-4	-14
O=C(NCC(c1cccnc1)N1CCN(c2ccccc2F)CC1)c1ccccc1 (centres undefined)	-4	-2	0	/	-12	8	9	-27
NCCc1c(-c2ccccc2)n(-c2ccccc2)c2ccccc12	9	/	44*	-16	58*	13	6	-6
COc1ccc2c(c1)C(C1=C(O)CC(C)(C)CC1=O)C1=C(CC(C)(C)CC1=O)O2 (centres undefined)	/	-2	7	2	-5	/	/	/
O=S(=O)(N/N=C/c1ccc(F)cc1)c1ccccc1	-1	1	7	-2	10	3	-3	2
Cc1cc(C(=O)N/N=C/c2ccco2)c2ccccc2n1	6	/	5	/	-5	1	-4	24
C=Cc1cccc(NC(=O)c2ccc(NC(=O)c3ccco3)cc2)c1	1	-3	0	/	3	-26	2	-15
O=C(NCCC1CCCCN1S(=O)(=O)c1ccccc1)C(=O)NC1CC1 (centres undefined)	-5	-1	5	0	2	0	-1	5
Cc1cnc(C(=O)OCC(=O)c2c[nH]c3ccccc23)cn1	-3	1	15	/	2	13	2	30
Cc1cccc(OCC(=O)Nc2ccccc2C(F)(F)F)c1	3	/	-13	/	-23	-3	-3	27
CCC(C)c1ccc(OCCCCN2CCOCC2)cc1 (centres undefined)	/	0	-1	0	/	/	/	-7
